Compound activity as filed in PubChem.
HCV inh – inhibitors of hepatitis C virus infection; Potency, µM (highest dose often 41.8 µM), for the others: at the highest dose activity change, negative = inhibition, hits mostly inhibitors; AID 651820; Huh7.5.1 HCVcc-Cre infection, luciferase reporter, 44 h; hit rate 3.4% among 340,000; further: potency means the concentration at half of the fitted maximal effect
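After 44 h co-culture of compound, cells and HCVcc-Cre (~0.5 moi), substrate is added for 15 min at room temperature and luciferase measured over 15 sec. Cells were seeded at 1,000/well and pre-cultured 4 h.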
AMA1 RON2 block – AMA1-RON2 (P. falciparum) interaction inhibition; AlphaScreen AMA1-biotinylated RON2 peptide binding; Potency, µM (series often up to 58.2 µM), for inactives: top-dose activity change, negative = inhibition, actives largely listed as inhibitors; hit rate 0.2% among 360,000;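 further: potency means the concentration at half of the fitted maximal effect; 0% = vehicle wells and -100% = peptide control; nearly all actives have a fitted effect of over 45% in size; some results filed as inactive show a strong effect at the top dose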
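AMA1 (3D7) with his tag at 25 nM final met compounds first, then biotinylated RON2 peptide at 25 nM; detection used donor plus acceptor beads, 10 µg/mL apiece, read by AlphaScreen after 30 min at room temperature.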
AmpC inh detg – blocks E. coli AmpC beta-lactamase in detergent assay; P00811; AmpC hydrolysis of nitrocefin, absorbance 480 nm, 0.01% Triton; Potency, µM (titrated, usually from 114 µM), for inactives: at the highest dose activity change, negative = inhibition, most hits filed as inhibitors; hit rate 0.041% among 370,000;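 further: potency means the concentration at half of the fitted maximal effect; 0% = no-compound wells and -100% = no-enzyme wells; nearly all actives have a fitted effect of over 25% in size; some results filed as inactive show a strong effect at the top dose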
Target sequence (P00811 whole entry, looked up): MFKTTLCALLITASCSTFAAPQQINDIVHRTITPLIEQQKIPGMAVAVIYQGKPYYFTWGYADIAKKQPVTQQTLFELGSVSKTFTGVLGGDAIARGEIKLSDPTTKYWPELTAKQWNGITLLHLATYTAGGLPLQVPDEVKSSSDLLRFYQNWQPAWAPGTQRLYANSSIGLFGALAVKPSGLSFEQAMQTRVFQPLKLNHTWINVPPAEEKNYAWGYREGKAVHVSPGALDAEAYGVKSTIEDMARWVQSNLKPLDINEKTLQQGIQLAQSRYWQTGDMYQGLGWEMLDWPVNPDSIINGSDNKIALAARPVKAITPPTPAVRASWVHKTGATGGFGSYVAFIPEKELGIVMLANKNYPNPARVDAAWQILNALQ
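20 mM phosphate pH 7.0 + 0.01% (detergent screen) or 0.0001% Triton X-100; 5.3 nM AmpC reagent; cpd preinc 15 min RT; nitrocefin (800 uM stock) to start; A480 q20 s × 4 min; Activity was normalised to no-enzyme and no-compound control wells.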
Sm TGR block – S. mansoni TGR enzyme inhibition; AID 485364; hit rate 3% among 360,000; purified TGR, DTNB reduction, TNB absorbance 405 nm; Potency, µM (highest dose often 114 µM), without a hit: top-dose activity change, negative = inhibition, most hits filed as inhibitors; Q962Y6; further: potency means the concentration at half of the fitted maximal effect; nearly all actives have a fitted effect of over 60% in size
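TGR 20 nM + NADPH 100 uM (dispensed conc.), cpd preinc 15 min RT; start with NADPH (500 uM addition) then DTNB (15 mM addition). Kinetic TNB absorbance, 405 nm filter. Four-parameter Hill fit across titration.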
Giardia FBPA inh – inhibitors of Giardia lamblia fructose-1,6-bisphosphate aldolase; AID 2451; A8B2U2; hit rate 0.71% among 290,000; Potency, µM (doses to about 59.6 µM), inactives show at the top dose activity, negative = inhibition, usual class: inhibitors; purified Giardia FBPA; further: potency means the concentration at half of the fitted maximal effect; nearly all actives have a fitted effect of over 55% in size
Target sequence (A8B2U2 whole entry, looked up): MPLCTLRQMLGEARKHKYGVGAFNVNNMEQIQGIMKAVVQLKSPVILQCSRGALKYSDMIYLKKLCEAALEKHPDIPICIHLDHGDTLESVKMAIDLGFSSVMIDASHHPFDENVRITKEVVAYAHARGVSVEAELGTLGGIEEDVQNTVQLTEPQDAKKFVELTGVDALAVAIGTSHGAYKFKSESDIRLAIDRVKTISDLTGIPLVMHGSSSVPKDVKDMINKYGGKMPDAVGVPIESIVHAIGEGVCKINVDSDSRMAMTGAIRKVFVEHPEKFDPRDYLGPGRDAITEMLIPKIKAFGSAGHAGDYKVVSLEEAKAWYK
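Giardia FBPA (40 nM reagent) was preincubated 10 min at RT with compound (up to 57.5 uM final), then substrate plus GAPDH/TPI/NAD/arsenate coupling system with diaphorase/resazurin was added; resorufin fluorescence (525/598 nm) was read after 20 min.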
HCMV inh – blocks human cytomegalovirus replication; HFF cells, HCMV-luciferase reporter, 72 h; active compounds read low; activity change, negative = inhibition, % at 57.5 µM; hit rate 4.5% among 410,000; AID 1259415; in the data active means activity change below about -60%; inconclusive means no clear call, values can overlap the other calls; inactive means above about -39%
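After 16 h attachment at 37C, HFF cells received test compound and HCMV-luciferase (1 PFU/cell); reporter luminescence read 72 h later, data normalized against buffer-only and known inhibitor Salinomycin.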
* hit, by the source's call; ? = inconclusive; nt = not tested or not shown; & = joins results of further samples; [ ] = remark or other dose. Unless noted, the call rests on the fitted dose curve; in most records, active means well fitted curve in the direction sought with a large enough effect; inconclusive means small, poorly fitted or top-dose-only effect, or another doubt; inactive means no such curve, though single readings can be large; an effect the other way counts as inactive or inconclusive. Unless noted, on the % scale 0 is the no-effect control and ±100 the full control effect. This is a random part of the collection; overall some 9.3% were active at least once.

smiles	HCV inh	HCMV inh	AmpC inh detg	Sm TGR block	AMA1 RON2 block	Giardia FBPA inh
CC12CC3CC1C(C(=O)O2)C3C(=O)O (stereo unspecified)	11%	-26	nt	nt	6%	nt
CCOc1ccc(CNC(=O)C2CCN(C(=O)N3CC(CC)Oc4ccccc43)CC2)cc1 (stereo unspecified)	nt	17	-8%	1%	nt	nt
CCCC(=O)NC(Oc1ccc(OC)cc1)C(Cl)(Cl)Cl (stereo unspecified)	-1%	?	6%	nt	9%	5%
COc1ccc2nc(SCC(=O)Nc3ccc(S(=O)(=O)Nc4onc(C)c4C)cc3)[nH]c2c1	6%&20%	13	3%	1%	-4%	28%
Cc1cccc(NC(=O)Cn2c([N+](=O)[O-])cnc2C)c1C	18%	nt	-11%	-1%	nt	8%
O=C(CSc1ccccc1)Nc1ccc(-c2nc3ccccc3[nH]2)cc1	?	92	?	-4%	-6%	13%
COc1ccc(NC(=O)c2cccnc2N2CCOCC2)cc1	6%	25	8%	5%	0%	0%
Cc1ccccc1/C=N/Nc1nc2ccccc2[nH]1	-24%	-10	1%	-3%	71%[activator]	-14%
COC(C(=O)N1CCC(CCC(=O)Nc2ccccc2)CC1)c1ccccc1 (stereo unspecified)	-21%	38	?	4%	-7%	nt
O=c1c2sc3nc(N4CCOCC4)c4c(c3c2ncn1-c1ccccc1)CCCC4	10µM*	-64*	2%	5%	-23%	0%
COc1ccc(S(=O)(=O)Nc2ccc(O)c(Sc3ncn[nH]3)c2)cc1	-12%	17	?	-10%	13%	-21%
O=C(CCl)NN1C(=O)NC(c2ccccc2)(c2ccccc2)C1=O	?	-88*	?	?	-2%	12%
CC[C@@H](C)[C@@H]1CN([C@@H](CN2CCC[C@H]2CN2C(N)=NC[C@H]2CC(C)C)C(C)C)C(=N)N1CCCC1CCCC1	-67%	2	nt	nt	0%	nt
O=C(COC(=O)Cc1c[nH]c2ccccc12)NC1CCCCC1	3%	2	?	-1%	-4%	3%
C/C(CC(=O)Nc1cccc2c1CCCC2)=N\NC=O	-1%	-40	2%	3%	-14%	-3%

Following part
smiles	HCV inh	HCMV inh	AmpC inh detg	Sm TGR block	AMA1 RON2 block	Giardia FBPA inh
O=C(NCc1ccc2c(c1)CCN2C(=O)c1ccc(F)cc1)c1ccco1	nt	16	-8%	4%	nt	nt
CC1=C(C(=O)OCC2CCCO2)C(c2ccc(C)cc2)C2=C(CCCC2=O)N1 (stereo unspecified)	19%	-27	-5%	3%	-6%	-1%
COc1ccccc1CCCNC(=O)C1CCC(=O)N(Cc2ccccc2F)C1 (stereo unspecified)	0%	28	-11%	-21%	12%	6%
Cc1ccc(-c2noc(-c3ccc(NCC4CCCO4)c([N+](=O)[O-])c3)n2)cc1 (stereo unspecified)	nt	17	23%	5%	nt	nt
CCN1C(=O)c2cccc3c(NC(=O)c4ccc(S(=O)(=O)N5CCOCC5)cc4)ccc1c23	?	228	-3%	0%	6%	10%
CC(=O)c1ccc(OCc2cc(C(=O)N3CCC(c4ccncc4)CC3)no2)cc1	?	-81*	?	45µM*	-4%	5%
O=C(N/N=C/c1ccc(Br)s1)c1cccnc1	?	-7	2%	nt	13%	0%
CCN1C(=O)CC(NNC(=O)c2ccc(Cl)cc2)C1=O (stereo unspecified)	5%	21	-5%	2%	-8%	2%
CC1(C)Cc2c(C#N)c(NCc3ccco3)nc(-c3ccco3)c2CO1	-9%	-13	-4%	7.9µM*	-4%	-26%
Cc1onc(-c2ccccc2Cl)c1C(=O)N1CCCCCC1	16%	6	-4%	1%	-6%	-2%
COc1ccc(C(=O)COc2ccc3ccc(=O)oc3c2)cc1	-8%	?	5%	16%	-4%	-8%
CCc1ccc(CNC(=O)C2CCN(c3nc4ccccc4nc3C(F)(F)F)CC2)cc1	nt	31	1%	15%	nt	nt
Cc1ccc(N(Cc2cc3ccc(C)cc3[nH]c2=O)S(=O)(=O)c2ccccc2)c(C)c1	-7%	-30	0%	-2%	6%	-10%
CC(=NCc1cccc(Cl)c1)c1nc(-c2ccco2)oc1O	-14%	-6	-14%	-11%	-12%	-7%
CC(C)(C)c1ccc(OCC(=O)NNC(=O)Nc2ccccc2)cc1	-3%	13	-2%	17%	96%[activator]	5%

2 of the compounds above, with each value named.
mol: CC1=C(C(=O)OCC2CCCO2)C(c2ccc(C)cc2)C2=C(CCCC2=O)N1 (stereo unspecified)
- HCV inh: 19%
- HCMV inh: -27
- AmpC inh detg: -5%
- Sm TGR block: 3%
- AMA1 RON2 block: -6%
- Giardia FBPA inh: -1%

mol: C/C(CC(=O)Nc1cccc2c1CCCC2)=N\NC=O
- HCV inh: -1%
- HCMV inh: -40
- AmpC inh detg: 2%
- Sm TGR block: 3%
- AMA1 RON2 block: -14%
- Giardia FBPA inh: -3%

Additional compounds follow:
smiles	HCV inh	HCMV inh	AmpC inh detg	Sm TGR block	AMA1 RON2 block	Giardia FBPA inh
COc1ccc2oc(C(=O)OCC(=O)Nc3ccc(OC)c(S(N)(=O)=O)c3)c(C)c2c1	-17%	-23	-8%	6%	-16%	nt
O=C(CSCc1nc2ccccc2[nH]1)N1CCN(c2cccc(Cl)c2)CC1	-4%	-27	?	-3%	-4%	15%
O=C(O)CCCCCCCCCC(=O)c1cccs1	12%	-1	-8%	7%	2%	?
O=C(NC1CCCCCCC1)c1ccc(F)c(S(=O)(=O)N2CCOCC2)c1	?	-13	3%	0%	7%	nt
COc1ccc2oc(=O)c(-c3nnc(NCc4ccco4)s3)cc2c1	4.5µM*	43	1%	?	-21%	1%
CC1CN2C(c3ccc([N+](=O)[O-])cc3)=CSC2=N1 (stereo unspecified)	?	-16	?	-23%	-24%	?
O=C(NCc1ccco1)c1ccc(Cl)c(S(=O)(=O)N2CCOCC2)c1	6%	6	-7%	-14%	-5%	1%
CCC(C)[C@H](N)c1nnc(SCC(=O)c2ccc(Cl)cc2)o1 (stereo partly specified)	-17%	-13	1%	-21%	21%	3%
CCC1=NN(C(=O)c2ccc(Br)cc2)C(O)(c2ccccc2)C1 (stereo unspecified)	-20%	?	-10%	-6%	20%	16%
Cc1ccc(NC(=O)CSc2nc3nc(C)c(Br)cc3[nH]2)cc1F	-4%	-3	-7%	-3%	14%	18µM*
CCOC(=O)c1ccc(-n2c(C)ccc2C)cc1	32%[activator]	1	0%	28µM*	-10%	0%
CCc1ccc(OCC(=O)NNC(=O)CSc2nnc(-c3ccc(C)cc3)n2C)cc1	?	-39	-9%	-3%	69%[activator]	3%
COc1ccccc1NC(=O)Cn1c(=O)n2nc(C)nc2c2ccccc21	-5%	37	-1%	58%[activator]	-2%	-1%
CCCCN(C(=O)CCCc1nc2ccccc2s1)c1c(N)n(CC(C)C)c(=O)[nH]c1=O	26%	?	-7%	-15%	1%[11.6 µM]	nt
O=[N+]([O-])c1ccc(CC(Cl)c2ccccn2)cc1 (stereo unspecified)	-10%	35	nt	nt	17%	nt

Next results.
smiles	HCV inh	HCMV inh	AmpC inh detg	Sm TGR block	AMA1 RON2 block	Giardia FBPA inh
FC(F)(F)c1cnc2c(c1)[nH]c(=S)n2-c1ccc(Cl)cc1	?	-36	-6%	-13%	74%[activator]	19%
N/C(=N\S(=O)(=O)c1cccs1)c1ccccc1	-7%	-10	?	1%	-1%	4%
CCOc1ccc(CC(=O)NC2CC(=O)N(c3ccc4c(c3)OCCO4)C2)cc1 (stereo unspecified)	nt	-39	-2%	1%	nt	nt
CN1C(=O)C(C)(C)c2cc(S(=O)(=O)NCC(=O)NCc3ccccc3)ccc21	3%	nt	-12%	-23%	-3%	-1%
CC(C)Cn1cnc2c1c(=O)n(CC(=O)NC(=O)NC(C)(C)C)c(=O)n2Cc1ccccc1	?	-4	?	8%	-1%	4%
CCOC(=O)c1[nH]c(C)c(CN(CCc2ccc(OC)c(OC)c2)C(=O)CCCC(=O)O)c1C	10%	-24	?	-24%	-5%	7%
Cc1cccc(-n2c(O)c(/C=N/Nc3nc4c(c(=O)n(C)c(=O)n4C)n3C)c(=O)[nH]c2=S)c1	9%	6	-13%	-2%	31%[activator]	15%
Cc1noc(C)c1S(=O)(=O)N1CCCC1C(=O)O (stereo unspecified)	-1%	3	?	4%	0%	4%
O=c1oc2ccccc2cc1-c1csc(NN=C2CCCCC2)n1	-21%	32	-13%	-14%	35%[activator]	-16%
Cc1ccccc1C(=O)NNC(=O)/C=C/c1ccccc1	24%	6	-3%	9%	60%[activator]	8%
O=C(c1csc2c1CCCC2)N1CCN(c2cccc(C(F)(F)F)c2)CC1	?	13	3%	-23%	-3%	-7%
O=c1cc(CN2CCN(C/C=C/c3ccccc3)CC2)c2cc(O)ccc2o1	?	-33	2%	2%	-14%	5%
COc1c(C)cccc1C(=O)NCc1ccc2c(c1)OCO2	-1%	11	0%	-2%	-5%	-3%
CCCc1ncc(C(O)c2cccc(OC)c2)n1C (stereo unspecified)	-10%	20	0%	3%	2%	7%
NS(=O)(=O)c1ccc(CCNS(=O)(=O)c2cccc3nsnc23)cc1	13%	-18	-11%	-12%	14%	-16%

(further entries)
smiles	HCV inh	HCMV inh	AmpC inh detg	Sm TGR block	AMA1 RON2 block	Giardia FBPA inh
Cc1cc(=O)oc2cc(OCC(=O)NC3CCCCC3)c(Cl)cc12	6%	-8	nt	nt	-1%	nt
COC(=O)c1ccc(NC(=O)CC(=O)Nc2ccc(C(=O)OC)cc2)cc1	0%	22	2%	-25%	8%	3%
CCOC(=O)CCc1cccc2c1CCC2=O	2%	59	?	?	-4%	0%
CC1=C(C#N)C(NC(=O)C2CCCCC2)(C(F)(F)F)C(=O)N1 (stereo unspecified)	7%	16	-11%	4%	0%	4%
O=C(Nc1nc2ccccc2s1)C1c2ccccc2Oc2ccccc21	?	?	?	-2%	-14%	-1%
O=C(CS(=O)(=O)c1ccc(Cl)cc1)NCc1ccccc1	8%	-3	2%	1%	17%	2%
CC(=O)c1cccc(NC(=O)C2=CC(c3ccc(F)cc3)=NS(=O)(=O)N2C)c1	nt	-7	2%	6%	nt	nt
O=C(CNCc1ccc(Cl)cc1)Nc1cc(S(=O)(=O)N2CCCC2)ccc1Cl	7.9µM*	-15	nt	nt	-15%	nt
Cc1cc(NC(=O)COC(=O)c2ccccc2[N+](=O)[O-])no1	10%	50	-25%	?	1%	-3%
O=C(COc1ccc(Cl)cc1)Nc1ccccc1N1CCOCC1	-10%	nt	6%	9%	nt	-3%
Cc1ccc(-n2nnnc2SCC(=O)Nc2ncc(Cc3ccccc3Cl)s2)cc1	8%	?	2%	9%	-12%	7%
O=C(CCn1cccc1)NCc1ccc2c(c1)OCO2	17%	14	-7%	-9%	-8%	6%
Cn1cccc1CC(=O)N/N=C\c1ccccc1	7%	18	-9%	55%[activator]	1%	-2%
CC(C)(C)c1ccc(C(=O)N2CCCC2)s1	14%	109	-6%	-3%	4%	2%
COc1cc(NC(=O)c2cc([N+](=O)[O-])ccc2NC(=O)CNC2CCCCC2C)cc(OC)c1 (stereo unspecified)	6.3µM*	-3	-3%	5%	16%	4%
Cc1ccc(NC(=O)Cn2c(=O)n(CC(=O)NCCc3ccccc3)c(=O)c3ccccc32)cc1	nt	9	23%	?	nt	nt
COCCn1c(SCc2cc(=O)n3ccsc3n2)nnc1-c1ccncc1	23%	11	-7%	-5%	9%	-14%
